Assay outcomes as filed in PubChem BioAssay.
TCR CD3 inh – human TCR-CD3 binding inhibition; hit rate 0.37% among 360,000; TAMRA-labeled TCR probe fluorescence, biochemical; inhibition, % at 9.4 µM; in the data active = inhibition above about 19%;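 note: recombinant mutant TCR 2C K166C tagged with TAMRA read by polarization; 0% = receptor in buffer alone and 100% = receptor with positive control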
LEDGF integ inh – blocks HIV-1 LEDGF/p75-dependent DNA integration; TR-FRET IN-LEDGF/p75 DNA integration, Eu/Cy5; inhibition, % at 3.7 µM; hit rate 0.64% among 370,000;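 active = inhibition above the screen-wide mean plus 3 SD, cut at about 13% in these data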;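 note: signal is the Cy5 over europium emission ratio at 671 and 618 nm; 0% = plate median of compound wells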
TDP2 absorb – TDP2 (human) inhibition, absorbance primary screen. O95551. recombinant TDP2, T5PNP hydrolysis, p-nitrophenol absorbance 415 nm. inhibition, % at 12.8 µM. hit rate 0.34% among 370,000;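 active = inhibition above the mean of all tested compounds plus 3 SD, set per campaign, cut at about 25% in these data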;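 note: 0% = DMSO with enzyme and 100% = buffer with substrate but no TDP2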
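Assay system: Recombinant human TDP2 | Quantity: 120 nM TDP2 per well | Incubation: 2 h at 37 °C | Signal: Epi absorbance | Evaluation: Percent inhibition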
PRMT1 inh – blocks human protein arginine methyltransferase 1 | recombinant PRMT1, activity-based probe fluorescence polarization | AID 652257 | hit rate 1.3% among 370,000 | inhibition, % at 2.79 µM | Q99873;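 active = inhibition above about 21% made by adding two undisclosed values, limit read from the data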
mABHD4 FP – ABHD4 (mouse) inhibition, primary FP screen | inhibition, % at 8.92 µM | AID 720543 | hit rate 0.54% among 370,000 | Q8VD66 | purified mABHD4, FP-Rh probe fluorescence polarization;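 active = inhibition exceeding the mean over every tested compound plus 3 SD, cut at about 30% in these data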;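 note: 0% = plate median of compound wells and 100% = S159A mutant with DMSO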
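Test system: mouse ABHD4 enzyme, wild type. Reagent: FP-Rh fluorescent activity-based probe, added after compound pre-incubation. Timing: pre-incubation 45 min, probe exposure 60 min, at 25 °C. Technique: FP readout, ex 525 nm / em 598 nm. Benchmarks: high control S159A mutant with DMSO, low control median of compound wells.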
NPR2 activator – GC-B (human) receptor activation; P20594; HEK293-GC-B cells, CNP EC30, cGMP TR-FRET; 0% at EC30 CNP, 100% saturating CNP; activation, % at 10 µM; hit rate 0.11% among 370,000; AID 1920062;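 active = activation at 10 µM reaching about 35% in either raw or pattern-adjusted values, limit read from the data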
rCAG binder – molecules binding r(CAG) RNA repeats; r(CAG) RNA repeat, TO-PRO-1 dye displacement fluorescence; inhibition, % at 3 µM; hit rate 1.3% among 370,000; AID 651821;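 active = inhibition above the plate cutoff, the mean of all test compounds on that plate plus 3 SD, cut at about 35% in these data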;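 note: 0% = DMSO alone and 100% = 100 µM mitoxantrone as full dye displacement; higher means more dye released from RNA so lower well fluorescence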
MBD2 inh – MBD2-methylated oligo binding inhibition. Q9UBB5. TR-FRET, MBD2 binding to methylated oligonucleotide. inhibition, % at 4.4 µM. hit rate 0.31% among 370,000. AID 686964; in the data active = inhibition above about 13%
SIAE inh – human SIAE inhibition, primary screen | SIAE FP-Rh probe binding, fluorescence polarization | Q9HAT2 | inhibition, % at 9.66 µM | hit rate 0.69% among 370,000 | AID 1053197;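 active = inhibition above a cutoff: mean of compounds within the control limits plus 3 SD of those, cut at about 17% in these data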;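 note: 0% = plate median of compound wells and 100% = probe without SIAE protein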
Target sequence (Q9HAT2 whole entry, looked up): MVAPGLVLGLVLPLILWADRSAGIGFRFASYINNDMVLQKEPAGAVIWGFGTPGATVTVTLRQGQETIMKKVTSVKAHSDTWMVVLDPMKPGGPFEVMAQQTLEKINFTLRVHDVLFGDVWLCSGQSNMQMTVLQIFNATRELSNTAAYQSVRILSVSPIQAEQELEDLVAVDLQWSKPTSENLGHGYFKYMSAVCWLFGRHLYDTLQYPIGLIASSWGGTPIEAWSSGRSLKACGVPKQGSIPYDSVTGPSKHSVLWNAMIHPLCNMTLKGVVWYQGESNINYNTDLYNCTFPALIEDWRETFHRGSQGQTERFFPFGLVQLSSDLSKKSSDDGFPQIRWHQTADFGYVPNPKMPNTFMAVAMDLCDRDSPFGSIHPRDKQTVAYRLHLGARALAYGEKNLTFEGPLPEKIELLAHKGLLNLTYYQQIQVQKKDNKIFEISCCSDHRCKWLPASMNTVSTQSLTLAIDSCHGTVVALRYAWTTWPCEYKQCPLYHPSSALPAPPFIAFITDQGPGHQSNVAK
HTRA1 inh – HTRA1 (human) protease inhibition; Q92743; recombinant HTRA1, FP-rhodamine activity-based probe, fluorescence polarization; inhibition, % at 5.96 µM; hit rate 0.5% among 340,000; AID 504803; in the data active = inhibition above about 36%;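 note: 0% = enzyme with DMSO and 100% = wells lacking enzyme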
Target sequence (Q92743 whole entry, looked up): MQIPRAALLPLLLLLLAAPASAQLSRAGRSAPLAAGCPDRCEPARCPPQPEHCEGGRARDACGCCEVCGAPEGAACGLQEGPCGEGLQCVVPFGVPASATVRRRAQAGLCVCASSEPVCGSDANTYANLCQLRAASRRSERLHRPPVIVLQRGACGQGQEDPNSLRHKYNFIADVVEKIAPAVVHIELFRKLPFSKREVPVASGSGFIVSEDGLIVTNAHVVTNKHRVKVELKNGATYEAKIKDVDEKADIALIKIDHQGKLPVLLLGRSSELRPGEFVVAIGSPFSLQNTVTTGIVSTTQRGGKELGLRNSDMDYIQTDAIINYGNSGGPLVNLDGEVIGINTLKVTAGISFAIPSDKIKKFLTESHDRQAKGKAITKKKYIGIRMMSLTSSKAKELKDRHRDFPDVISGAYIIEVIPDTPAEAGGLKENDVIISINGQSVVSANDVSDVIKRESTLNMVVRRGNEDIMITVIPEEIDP
* hit, by the source's call; . = no result given. A portion of the library. The share of hits here may be higher or lower than overall.

SMILES | TCR CD3 inh | LEDGF integ inh | TDP2 absorb | PRMT1 inh | mABHD4 FP | NPR2 activator | rCAG binder | MBD2 inh | SIAE inh | HTRA1 inh
COc1ccc(C(=O)NCC23C=CC(O2)C2C(=O)N(Cc4ccccc4)C(=O)C23)cc1 (centres undefined) | 0 | -6 | 0 | 54* | 0 | 6 | -2 | -3 | 3 | 3
CN(C)S(=O)(=O)c1cccc(C(=O)N/N=C\c2cccc(C#N)c2)c1 | . | -2 | 4 | -4 | 4 | 1 | 1 | 0 | 2 | .
CC(C)C[C@H]1CN([C@@H](Cc2ccccc2)CN2CCCC2CN2C(=S)NC[C@@H]2Cc2ccccc2)C(=S)N1CC1CCCCC1 (some centres undefined) | -2 | 1 | 1 | 2 | 8 | -3 | 5 | 1 | -2 | .
COc1ccc(NC(=O)CCCNC(=O)Cn2cnc3sc4c(c3c2=O)CCCC4)c(OC)c1 | -3 | -1 | 3 | 3 | 5 | -3 | -3 | 3 | -3 | 1
CCCC(=O)Nc1c(-c2ccc(OC)cc2)c(=O)c2ccccc2n1C | -3 | 3 | 8 | 4 | 3 | -3 | 0 | -4 | -5 | 0
O=C(CNc1ccc(F)cc1)c1ccccc1 | 9 | -1 | 7 | 0 | 2 | -4 | -1 | 2 | 5 | -1
CN1CCN(C(=O)C2CCCN(S(=O)(=O)c3ccc(F)cc3)C2)CC1 (centres undefined) | -2 | 7 | -5 | -2 | 10 | 3 | 0 | 1 | 6 | 4
CCCCCCCc1c(O)nc(SCCN2CCOCC2)[nH]c1=O | -8 | -6 | 5 | -1 | -3 | 2 | -2 | -2 | -1 | 2
O=C(CSc1nnc(Nc2ccccc2)s1)NCc1cccs1 | 3 | -3 | -14 | -1 | -3 | 5 | 1 | -1 | -3 | 1
COC(=O)c1ccc(N=C2SCC(=O)N2C)cc1 | -5 | -2 | 6 | 4 | 4 | 4 | -4 | 4 | 3 | -1
CCc1c(C(=O)Nc2ncn(Cc3cccc(C)c3)n2)csc1C | -1 | -2 | -6 | 0 | 3 | 9 | -8 | -6 | -2 | -14
C/C(CCc1ccccc1)=N\NC(=O)CCc1ccccc1 | 4 | -1 | -4 | 2 | -3 | 2 | 0 | -1 | 15 | -5
CCOC(=O)CSC1=Nc2ccccc2C2=NC(CC(=O)NCc3cccs3)C(=O)N12 (centres undefined) | 8 | -3 | -6 | 0 | 6 | 1 | -1 | 0 | 0 | 4
NC(=S)N=Nc1c(O)n(Cc2ccccc2)c2ccccc12 | -4 | 2 | 5 | 2 | 7 | 1 | 0 | 2 | 6 | -3
CC(C(=O)NCC1CCCCC1)N1CCc2ccccc2C1 (centres undefined) | -1 | 0 | 3 | 2 | -1 | 4 | -9 | -9 | 4 | 0
CCn1cc(/C=C(\NC(=O)c2ccccc2)C(=O)NCCN2CCOCC2)c2ccccc21 | 2 | 5 | -12 | -5 | -1 | -10 | 3 | -10 | 6 | 4
Nc1cc(-c2ccc(Br)cc2)nn1Cc1ccccc1 | 1 | -2 | 6 | 1 | -8 | . | 4 | 1 | 9 | -19
COc1ccc(NC(=O)c2ccc(NC(=O)COC(=O)CC(NC(=O)c3ccccc3Cl)c3ccccc3)cc2)cc1 (centres undefined) | 4 | 0 | -13 | 1 | -22 | -5 | 18 | 8 | -33 | -41
Cc1cc(C)n(-c2n[nH]c(C)c2[N+](=O)[O-])n1 | -3 | 6 | 9 | -4 | -4 | -5 | 1 | -3 | 11 | 3
Cc1ncsc1CCC(=O)N1CCCC(Nc2ccc(F)c(F)c2)C1 (centres undefined) | -7 | -5 | -2 | 5 | 6 | 0 | -5 | -1 | 9 | -4

Individual results from the list.
PRMT1 inh result of C/C(CCc1ccccc1)=N\NC(=O)CCc1ccccc1 → 2
TDP2 absorb result of NC(=S)N=Nc1c(O)n(Cc2ccccc2)c2ccccc12 → 5
PRMT1 inh result of Cc1cc(C)n(-c2n[nH]c(C)c2[N+](=O)[O-])n1 → -4

Next part
SMILES | TCR CD3 inh | LEDGF integ inh | TDP2 absorb | PRMT1 inh | mABHD4 FP | NPR2 activator | rCAG binder | MBD2 inh | SIAE inh | HTRA1 inh
O=C(/C=C/c1cccs1)Nc1nncs1 | -4 | -2 | 10 | 4 | -3 | 0 | -1 | -3 | -4 | -1
CN1CCN(CCC(=O)Nc2ccc(Br)cc2)CC1 | 1 | 0 | 2 | 4 | -2 | -1 | 0 | 2 | 0 | 1
COc1ccccc1OCCOc1ccc(C(=O)c2ccccc2)cc1 | 3 | 1 | 2 | -2 | -13 | -8 | 3 | -12 | 0 | -14
C[C@H]1[C@@H](OC(=O)N2CCN(c3ccccc3)CC2)CC[C@@]23CCCN2C(=O)CCC[C@@H]13 | . | 0 | 2 | 0 | 7 | 2 | . | 0 | 2 | .
CC(=O)c1ccc(OCC(=O)NCc2ccc(F)cc2)cc1 | 4 | 1 | -7 | -2 | 2 | -1 | -2 | -2 | 9 | -3
CC(NC(=O)c1cccs1)C(c1cccs1)N1CCN(c2ccccc2)CC1 (centres undefined) | 3 | -1 | -9 | -3 | 0 | 3 | -7 | 1 | 4 | -13
Cc1nnc(SCC2=C(C(=O)O)N3C(=O)C(NC(=O)COc4ccccc4)C3SC2)s1 (centres undefined) | -1 | 0 | 1 | 38* | 10 | 0 | 21 | -1 | 5 | 4
CC(Sc1nc(N)cc(N)n1)C(=O)NCCC1=CCCCC1 (centres undefined) | 1 | -3 | -3 | -1 | 2 | 1 | 2 | 5 | -2 | 4
O=S(=O)(c1ccccc1)N(CC1CO1)c1cc(Cl)ccc1Cl (centres undefined) | 0 | -6 | -14 | 6 | -2 | -4 | -2 | 3 | 0 | -6
Cc1cccc(-c2nc(C#N)c(NC3CCCCC3)o2)c1 | 10 | 5 | -17 | -4 | -12 | -11 | 3 | -8 | -6 | -27
O=C(NCC1CCCO1)c1ccc(CNS(=O)(=O)c2cccc(Cl)c2)cc1 (centres undefined) | -4 | 2 | -6 | 1 | -2 | 5 | -1 | -2 | 1 | -5
CCOc1ccc(CNC(=O)Cn2nc(C)c3c(C)n(-c4ccc(C)cc4)nc3c2=O)cc1 | -1 | 2 | -4 | -3 | 3 | 0 | -2 | 2 | -23 | -3
COC(=O)/C=C1\SC(=NC(=O)c2ccc(-c3ccccc3)cc2)NC1=O | -2 | -2 | 8 | 4 | -12 | -7 | 24 | 4 | -48 | -55
Cn1c(=O)c2c(nc(NC3CCCC3)n2C)n(C)c1=O | 3 | 1 | -3 | -1 | 0 | 5 | -5 | 5 | 3 | 9
CCCCCc1ccc(-c2ccc(=O)[nH]n2)cc1 | -4 | 3 | -3 | 5 | -19 | -6 | -2 | -2 | -6 | -11
N#Cc1c(NC(=O)CSc2nc3c(c(C(F)(F)F)n2)CCc2ccccc2-3)sc2c1CCCC2 | -6 | 0 | -3 | 6 | -2 | 3 | 2 | -5 | -1 | 3
COc1cc2[nH]c(=S)n(CC3CCCO3)c(=O)c2cc1OC (centres undefined) | 5 | -1 | -9 | 1 | -7 | 0 | -5 | -1 | 1 | 2
CN1CCc2c(sc3c2c(=O)n(-c2ccc(Cl)cc2)c2nncn32)C1 | 8 | 0 | 6 | 1 | -4 | -1 | -1 | -1 | 8 | 4
CC(NC(=O)Cn1c(NCCO)nc2ccccc21)c1ccccc1 (centres undefined) | 0 | -1 | -3 | 1 | -1 | 5 | 2 | 1 | -4 | -1
Cc1cccc(C)c1OCC(O)Cn1c2ccccc2c2ccccc21 (centres undefined) | 1 | -1 | -5 | 1 | -28 | -17 | 2 | 4 | -20 | -28
CC(=O)c1ccc(N2CCC(c3cc(-c4ccc(Cl)cc4Cl)n[nH]3)CC2)c([N+](=O)[O-])c1 | 5 | -1 | -6 | 2 | -8 | -11 | 12 | -4 | -16 | -79
CCCn1c(O)c(N=Nc2ccc3ccccc3n2)c2ccccc21 | 9 | 2 | 3 | -2 | -4 | -9 | 1 | -5 | -5 | 1
O=C(NC1=NCCS1)c1ccc(-c2ccc(Cl)cc2)o1 | 1 | -1 | 12 | 1 | 0 | -2 | 3 | 1 | -5 | -8
O=C(CCl)Nc1ncc(S(=O)(=O)c2ccc([N+](=O)[O-])cc2)s1 | -3 | 2 | 7 | 33* | 4 | 0 | 5 | 3 | 3 | -1
O=C(NCc1ccco1)c1n[nH]c(=O)c2ccccc12 | -2 | -1 | 0 | 7 | -11 | 2 | -1 | 9 | -7 | -2
O=S(=O)(NCc1ccccc1)c1ccc(Br)s1 | 7 | -1 | 2 | -1 | -5 | -2 | 2 | 2 | 4 | -3
O=C(O)C1C=CC(C(=O)O)c2ccccc21 (centres undefined) | 9 | 4 | 0 | 0 | 2 | -3 | 1 | 3 | 10 | 10
Cc1ccc2nc(SCC(=O)c3c(N)n(C)c(=O)n(C)c3=O)[nH]c2c1 | -2 | -5 | -2 | 4 | 8 | 0 | 3 | 5 | 0 | -6
O=C(NCC(F)(F)F)Nc1nnc(C(F)(F)F)s1 | -6 | 4 | 0 | 2 | 2 | 8 | -2 | 3 | -1 | 1
Brc1ccc(Cn2nnc(-c3ccc(N4CCOCC4)cc3)n2)cc1 | . | -5 | -3 | 0 | 2 | 1 | 2 | 1 | -11 | .
O=C(NNC1CC(=O)N(c2ccccc2)C1=O)c1ccccc1Cl (centres undefined) | -4 | -4 | 14 | 1 | 0 | 5 | 1 | 0 | -1 | 0
S=C(NCCCc1cnc[nH]1)NCCCN(Cc1ccc(Cl)c(Cl)c1)c1ccc(Br)cn1 | -10 | -3 | -3 | 4 | 12 | -14 | 8 | -2 | 39* | .
COc1ccc(C(=O)Nc2cccc([N+](=O)[O-])c2)cc1Br | 4 | 1 | -8 | -2 | -2 | -7 | 5 | 3 | -20 | 7
CN(CCc1cn[nH]c1)C(=O)CC1C(=O)NCCN1Cc1cccc(Oc2ccccc2)c1 (centres undefined) | -5 | -5 | -7 | 2 | 4 | 5 | 0 | 0 | -3 | 0
COc1cccc(-c2cccc(NC(=O)C3CCN(C4CCOCC4)CC3)c2)c1 | 5 | -3 | -7 | 0 | 5 | 3 | -3 | 5 | -4 | 2
C#CCOc1ccccc1CNc1ccccc1 | -5 | 2 | 5 | 0 | -1 | 0 | -4 | -1 | 7 | 7
COc1ccc(C=O)cc1CSc1ccccn1 | 2 | 3 | 16 | 6 | 6 | -3 | 2 | -6 | 6 | -8

Part of the list above, as a markdown table.
| Structure | TCR CD3 inh | LEDGF integ inh | TDP2 absorb | PRMT1 inh | mABHD4 FP | NPR2 activator | rCAG binder | MBD2 inh | SIAE inh | HTRA1 inh |
| --- | --- | --- | --- | --- | --- | --- | --- | --- | --- | --- |
| O=C(NCC(F)(F)F)Nc1nnc(C(F)(F)F)s1 | -6 | 4 | 0 | 2 | 2 | 8 | -2 | 3 | -1 | 1 |
| COc1ccc(C(=O)Nc2cccc([N+](=O)[O-])c2)cc1Br | 4 | 1 | -8 | -2 | -2 | -7 | 5 | 3 | -20 | 7 |

Reprinted at random: two records from the list
SMILES | TCR CD3 inh | LEDGF integ inh | TDP2 absorb | PRMT1 inh | mABHD4 FP | NPR2 activator | rCAG binder | MBD2 inh | SIAE inh | HTRA1 inh
CCCC(=O)Nc1c(-c2ccc(OC)cc2)c(=O)c2ccccc2n1C | -3 | 3 | 8 | 4 | 3 | -3 | 0 | -4 | -5 | 0
O=C(NC1=NCCS1)c1ccc(-c2ccc(Cl)cc2)o1 | 1 | -1 | 12 | 1 | 0 | -2 | 3 | 1 | -5 | -8
